# Screening data: PubChem, several laboratories
# TWEAK-Fn14 inh: inhibitors of TWEAK-Fn14 signaling, primary screen, luciferase reporter cells, uHTS; 2% of 360,000 active; inhibition, % at 10 µM; TWEAK-stimulated Fn14 reporter cells, luciferase luminescence, 8 h; in the data active = inhibition above about 50%
# hiPSC survival: enhancers of single-cell hiPSC survival, primary screen, ATPlite luminescence; 100% = ROCK inhibitor wells, 0% = DMSO; 0.044% of 360,000 active; survival enhancement, % at 20 µM; in the data active = survival enhancement above about 18%;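 note: cells exposed to compounds for 16 hours before the ATP read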
# NR2E3 ag-1: inhibitors of NR2E3-RetCOR corepressor binding, primary screen, NR2E3 agonist project, biochemical, TR-FRET, GST-NR2E3, biotin-RetCOR; AID 2300, 2010; 0.12% of 320,000 active; inhibition of corepressor binding, % at 4.78 µM; Photoreceptor-specific nuclear receptor (Homo sapiens), Q9Y5X4; 1536-well;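 active = percent inhibition above the cutoff of mean plus 3 SD of all tested compounds, set per screening campaign, cut at about 20% in these data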;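 note: 0% = DMSO wells and 100% = biotin wells as full block of FRET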
# Target sequence (Q9Y5X4 whole entry, looked up): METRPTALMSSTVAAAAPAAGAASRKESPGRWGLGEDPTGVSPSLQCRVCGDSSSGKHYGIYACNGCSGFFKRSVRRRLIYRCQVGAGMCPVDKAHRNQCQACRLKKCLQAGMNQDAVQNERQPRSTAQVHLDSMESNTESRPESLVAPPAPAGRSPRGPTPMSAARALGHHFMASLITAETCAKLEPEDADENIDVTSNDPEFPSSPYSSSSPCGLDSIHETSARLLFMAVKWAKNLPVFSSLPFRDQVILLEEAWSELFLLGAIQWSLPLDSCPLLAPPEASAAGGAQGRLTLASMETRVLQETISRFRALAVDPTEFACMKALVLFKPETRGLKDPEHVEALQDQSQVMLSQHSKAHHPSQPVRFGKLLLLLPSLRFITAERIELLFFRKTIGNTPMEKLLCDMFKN
#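 Material: NR2E3–RetCOR corepressor complex / Incubation: Compound–protein incubation for 5 h at 4 °C / Dosing: compound at 4.8 µM, single dose / Detection: time-resolved FRET / Benchmarks: high control biotin, low control 0.6% DMSO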
# HIF-2a block: HIF-2a reporter inhibitors, primary screen, luminescence, 786-0 RCC cells; 786-0 RCC cells HIF-2a reporter, luciferase luminescence, overnight; inhibition, % at 18.8 µM; 0.72% of 360,000 active; AID 624352, 2012;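 active = inhibition of the luminescence signal of 40% or more relative to plate controls, in a single-dose primary screen at 18.75 µM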
# CF NFkB block: inhibitors of PAF-induced NF-kB signaling, primary screen, cell-based, GFP fluorescence, uHTS; KKLEB NF-kB-GFP reporter, GFP fluorescence overnight; inhibition, % at 5 µM; 0.86% of 360,000 active; AID 588850, 2011;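 active = at least 50% inhibition at 5 µM, scaled per plate between neutral and stimulator controls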;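 note: PAF is a Pseudomonas aeruginosa culture filtrate used as stimulus; plate controls were PAF-stimulated DMSO wells for no effect and unstimulated DMSO wells for full effect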
# MITF TRPM1 inh: inhibitors of MITF-dependent TRPM1 promoter reporter, primary screen, cell-based, SK-MEL-5, single point, luciferase | inhibition, % at 12.5 µM | AID 488899, 2010 | SK-MEL-5 TRPM1 promoter luciferase, 24 h | 0.83% of 330,000 active;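 active = mean inhibition across replicates of 60% or more, whatever share of single replicates reaches that level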; note: values of inactives mirror those of a sister screen read the other way
# Peg3 prom inh: Peg3 promoter-driven luciferase inhibitors, primary screen, cell-based, HeLa, luciferase luminescence; HeLa PEG-Prom luciferase reporter, overnight; inhibition, % at 20 µM; 1.7% of 360,000 active; AID 588405, 2011;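 active = inhibition of at least 50% at 20 µM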
# Shn3 3UTR inh: reduction of Shn3 3'UTR firefly luciferase signal, primary screen, Schnurri-3 inhibitor project, cell-based, Clone20 osteoblasts, set 2; Clone20 osteoblast Shn3 3'UTR firefly luciferase, 24 h; inhibition, % at 12.5 µM; 0.52% of 360,000 active; AID 588674, 2011;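 active = mean inhibition of at least 75% with every replicate also reaching 75%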;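 note: 0% = median of neutral control wells and 100% = pilot-screen positive control compound; some compounds past the cut are filed as inactive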
# NR2E3 ag-2: NR2E3 agonists in two-hybrid cells, primary screen, cell-based, luminescence, CHO-S, Gal4-NCOR/VP16-NR2E3 | luciferase | 0.35% of 360,000 active | AID 602229, 2012 | Photoreceptor-specific nuclear receptor (Homo sapiens), Q9Y5X4 | inhibition of corepressor binding, % at 3.98 µM;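 active = inhibition above the mean of all tested compounds plus 3 SD, cut at about 70% in these data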;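 note: 0% = DMSO with NR2E3 transfected cells and 100% = cells lacking NR2E3 construct; higher means lower luciferase signal from less NR2E3 corepressor binding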
# aDG glyco act: activators of alpha-DG glycosylation, primary screen, uHTS, Pro5-aDG cells, AlphaScreen. alpha-DG glycosylation AlphaScreen (IIH6); 0% Pro5, 100% B10-LARGE cell signal. 0.22% of 360,000 active. activation, % at 10 µM;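 active = activation of at least 8% versus controls, or a plate z-score of at least 8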;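 note: Pro5 are CHO cells carrying HIG-tagged alpha-DG that lacks glycosylation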
# KKLEB cytotox: cytotoxicity in KKLEB CF airway cells, primary screen, cytotoxicity control for CF NF-kB inhibitor project, cell-based, uHTS, fluorescence assay plates; KKLEB CF airway cells viability, ATPlite luminescence, overnight; stronger effect = lower value; cells stimulated with P. aeruginosa culture filtrate; activity change (cytotoxicity), % at 5 µM; 0.36% of 360,000 active; AID 602141, 2011;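 active = corrected activity change at or below -50% at 5 µM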
# The depositor's hits bear a star; . = not tested or not shown.
SMILES,TWEAK-Fn14 inh,hiPSC survival,NR2E3 ag-1,HIF-2a block,CF NFkB block,MITF TRPM1 inh,Peg3 prom inh,Shn3 3UTR inh,NR2E3 ag-2,aDG glyco act,KKLEB cytotox
Cc1ccc(N(C)S(=O)(=O)c2cccc(C(=O)N(C)Cc3cnn(-c4ccccc4)c3)c2)cc1,29,-0.4,.,12,24,10,28,57,9,0.6,-12
CCN1CCN(C(CNS(=O)(=O)c2ccc(Br)cc2)c2cccnc2)CC1 (stereo not given),-1,1.0,0,6,-20,2,9,0,10,0.1,1
O=C(NNC(=O)c1ccc([N+](=O)[O-])cc1)c1ccc(F)cc1,-10,-0.4,1,0,-20,1,7,-6,9,-0.1,-14
COc1ccc(CN2CC(=O)N(c3ccc(Cl)cc3)C2=S)cc1OC,-6,-0.7,0,-54,17,-11,-11,35,-7,0.3,-5
Cc1cc(SCC(=O)N/N=C/c2ccccc2C(=O)O)c(C)cc1Br,18,0.0,2,5,7,-4,5,-2,31,0.4,6
CCOc1ccc(NC(=O)C2CCCN2C(=O)NC2CCCCC2)cc1 (stereo not given),26,-0.8,8,11,-6,2,8,14,-8,-0.1,1
O=C(N/N=C/c1ccc(Cl)cc1Cl)c1cccc(F)c1,-11,4.4,4,-366,2,-137,-314,-91,-116,0.0,0
COc1ccc(N2C(=NC(=O)C3CCCCC3)SC3CS(=O)(=O)CC32)cc1Cl (stereo not given),-16,-0.4,-1,4,5,-4,4,-6,-35,0.3,0
O=C(COC(=O)c1ccco1)NCCNC(=O)COC(=O)c1ccco1,16,-0.4,4,7,17,-5,-10,-1,21,-0.1,-4
COC(=O)c1cc(NC(=O)c2cc3ccccc3o2)cc(C(=O)OC)c1,-43,-0.8,4,-37,-29,10,14,6,13,-0.1,-7
CS(=O)(=O)c1ccc(C(=O)OCC(=O)NC23CC4CC(CC(C4)C2)C3)cc1[N+](=O)[O-],102*,-1.4,2,92*,61*,45,100*,68,-10,-0.2,-16
CSc1ccccc1-c1nnc(-c2ccc(Cl)c(Cl)c2)o1,-37,0.0,2,-173,-2,-72,-221,-59,-25,0.1,17
COC(=O)c1c(-c2ccc(C)cc2)csc1N,-2,0.8,-1,4,7,2,2,3,-4,-0.3,-6
CC12CCC(=O)N1C(C(=O)NCCc1ccc(S(N)(=O)=O)cc1)CS2 (stereo not given),7,-0.3,3,16,12,-14,-4,6,3,-0.4,2
COc1ccc(NC(=S)NC(NC(C)=O)C(Cl)(Cl)Cl)c([N+](=O)[O-])c1 (stereo not given),4,4.2,0,23,-14,0,-2,21,7,-0.2,8
COc1ccc(C(OC(=O)c2ccco2)C(=O)NC2CCCC2)cc1OC (stereo not given),5,-0.5,14,18,-18,8,6,12,-35,0.1,12
CC(C)CC(NC(=O)c1ccc(C#CC(C)(C)O)s1)C(=O)O (stereo not given),-2,3.8,6,17,1,-11,10,-18,9,0.1,4
Cc1nn(Cc2noc(C(=O)NCc3ccccn3)n2)c(C)c1Br,18,-0.1,1,16,-5,-2,8,22,-37,-0.1,2
Cc1ccn2c(NC3CCCCC3)c(-c3ccc(SC4CCCCC4)cc3)nc2c1,-29,-3.1,.,-123,.,.,.,.,5,0.1,.
CC(=O)C(Cc1ccccc1)NC(=O)COC(=O)c1ccc(-n2cnnn2)cc1 (stereo not given),-9,-2.0,.,5,14,-6,5,-20,-1,-0.2,-3
CCN(CC)C(=O)[C@H]1CC(CC(=O)NCCC2=CCCCC2)C(=O)N2CCc3c([nH]c4ccc(OC)cc34)[C@]12C (stereo not given in full),12,2.0,.,6,9,2,-10,-9,-47,0.1,2
Cc1c(NC(=O)/C(=C/c2cccs2)NC(=O)c2ccccc2)c(=O)n(-c2ccccc2)n1C,13,0.9,0,10,-6,-10,7,-20,-15,-0.1,5
CCOC(=O)c1cnc(SCC(=O)c2ccc3c(c2)OCCO3)nc1N,-12,1.9,0,-126,8,-10,-131,-46,-19,-0.1,-7
COc1ccc2c(CC(=O)OCC(=O)c3ccc(F)cc3)coc2c1,-3,-0.8,6,1,5,10,14,-1,11,-0.1,4
COc1nc(NC2OC(CO)C(O)C(O)C2O)c(N)c(=O)[nH]1 (stereo not given),-4,2.3,.,6,7,-13,1,-3,5,0.0,8
Cc1ccc2oc(=O)cc(CN3CCN(C/C=C/c4ccccc4)CC3)c2c1,0,0.2,1,13,-15,11,15,0,5,-0.2,-11
COc1cccc(C(C)(O)c2nc(-c3cccc4cccnc34)cs2)c1 (stereo not given),-19,5.8,.,6,-10,.,-1,-1,7,-0.3,2
Cc1ccc(C(C)n2cc(C(=O)NCCN3CCN(C)CC3)nn2)cc1 (stereo not given),-6,-3.1,2,18,-2,4,17,-3,-26,-0.1,-7
Cc1cc2oc3c(c(=O)c2cc1C)C(c1ccc(C(C)C)cc1)N(CCCN1CCOCC1)C3=O (stereo not given),-4,0.6,-2,-13,8,15,-11,17,5,0.2,-10
CCOc1ccc(C2C(=O)N(C3CCCCC3)CC(=O)N2CC2CCCO2)cc1OC (stereo not given),18,-2.9,4,21,17,-5,21,19,28,0.0,-7
COc1ccccc1Oc1ccc(N2CC(C(=O)OCC(=O)c3ccc(F)cc3)CC2=O)cc1 (stereo not given),-9,-0.4,.,12,24,0,2,-9,-20,0.0,3
C[C@@H]1CC[C@]2(C(=O)O)CC[C@]3(C)C(=CCC4[C@]56CC[C@@](O)(OC5)C(C)(C)C6CC[C@]43C)C2[C@H]1C (stereo not given in full),8,-1.1,-3,1,40,.,27,2,94*,-0.3,10
CNC(=O)c1c(NC(=O)c2ccc(S(=O)(=O)N3CC(C)OC(C)C3)cc2)sc2c1CCN(C(C)C)C2 (stereo not given),-20,-0.3,0,14,-1,2,-5,6,0,-0.2,6
O=C(CSc1ccccc1)Nc1cccc(NC(=O)c2ccco2)c1,-12,2.3,1,-26,-18,0,-23,-11,-8,-0.1,7
CCN(CC)CCNC(=O)c1ccc(NC(=O)c2ccc(Cl)c(S(=O)(=O)N3CCCCCC3)c2)cc1,2,-0.7,1,31,0,25,88*,33,9,1.3,4
CCC1=NN(C(=O)c2ccccc2Br)C(O)(c2ccc(Br)cc2)C1 (stereo not given),-5,-0.4,-3,23,-16,9,18,-31,-2,-0.5,0

# Reprinted from the part before: 3 compounds; new compounds follow.
SMILES,TWEAK-Fn14 inh,hiPSC survival,NR2E3 ag-1,HIF-2a block,CF NFkB block,MITF TRPM1 inh,Peg3 prom inh,Shn3 3UTR inh,NR2E3 ag-2,aDG glyco act,KKLEB cytotox
O=C(CSc1ccccc1)Nc1cccc(NC(=O)c2ccco2)c1,-12,2.3,1,-26,-18,0,-23,-11,-8,-0.1,7
CCN(CC)CCNC(=O)c1ccc(NC(=O)c2ccc(Cl)c(S(=O)(=O)N3CCCCCC3)c2)cc1,2,-0.7,1,31,0,25,88*,33,9,1.3,4
CCC1=NN(C(=O)c2ccccc2Br)C(O)(c2ccc(Br)cc2)C1 (stereo not given),-5,-0.4,-3,23,-16,9,18,-31,-2,-0.5,0
COc1cc(/C=N\NC(=O)c2c(C)nc3cc(C)ccn23)ccc1O,7,4.6,1,17,3,5,-4,-29,15,-0.1,7
COc1ccc(/C=N/OCC(=O)N2CC3(C)CC2CC(C)(C)C3)cc1OC (stereo not given),10,-1.6,8,10,20,10,17,-2,-13,-0.1,-5
NCC(c1ccccc1)(c1ccccc1)c1ccccc1,0,-1.8,-3,5,6,-4,8,32,2,0.7,-1
O=C(O)c1cccc(S(=O)(=O)Nc2ccccc2Cc2ccccc2)c1,12,0.3,0,8,9,-2,-10,-3,11,0.0,2
NS(=O)(=O)c1ccc(NC(=O)CSc2ccccn2)cc1,16,0.7,-1,8,-11,-14,-26,-24,32,0.1,0
CC(=O)c1cnc(Nc2cccc(Cl)c2Cl)s1,-25,1.3,0,-264,-18,-59,-213,-53,-93,0.7,19
COc1cc(C2CC(=O)c3cnc(NC(=O)c4ccco4)nc3C2)cc(OC)c1OC (stereo not given),-2,0.2,4,10,11,-4,22,-1,-27,0.0,-8
COc1ccc(NC(=S)N2CCC(C(=O)c3ccc(C)cc3)CC2)c(OC)c1,0,-0.1,5,8,11,-10,16,-5,-3,-0.2,-7
COc1cccc(C(=O)NNC(=O)c2ccc(NS(=O)(=O)c3cccs3)cc2)c1OC,-20,0.6,-1,7,25,-3,-8,0,28,0.5,-19
Cc1ccc(S(=O)(=O)N/N=C\c2ccc3c(c2)OCO3)c(C)c1,2,-0.7,-1,0,-10,21,16,-2,-15,0.0,12
Cc1cccc(NC(=O)CCC(=O)N/N=C/c2ccco2)c1C,0,0.6,-6,13,24,4,-1,-15,-2,-0.1,-8
Cc1[nH]c2ccc(-c3n[nH]c(=S)n3C)cc2c1C,-10,0.9,-4,-45,6,6,16,10,-18,0.1,3

# 3 of the compounds above, bar-delimited:
Structure | TWEAK-Fn14 inh | hiPSC survival | NR2E3 ag-1 | HIF-2a block | CF NFkB block | MITF TRPM1 inh | Peg3 prom inh | Shn3 3UTR inh | NR2E3 ag-2 | aDG glyco act | KKLEB cytotox
NCC(c1ccccc1)(c1ccccc1)c1ccccc1 | 0 | -1.8 | -3 | 5 | 6 | -4 | 8 | 32 | 2 | 0.7 | -1
O=C(O)c1cccc(S(=O)(=O)Nc2ccccc2Cc2ccccc2)c1 | 12 | 0.3 | 0 | 8 | 9 | -2 | -10 | -3 | 11 | 0.0 | 2
NS(=O)(=O)c1ccc(NC(=O)CSc2ccccn2)cc1 | 16 | 0.7 | -1 | 8 | -11 | -14 | -26 | -24 | 32 | 0.1 | 0

# Further records.
SMILES,TWEAK-Fn14 inh,hiPSC survival,NR2E3 ag-1,HIF-2a block,CF NFkB block,MITF TRPM1 inh,Peg3 prom inh,Shn3 3UTR inh,NR2E3 ag-2,aDG glyco act,KKLEB cytotox
CCC(OCC(O)CN1CCCCC1)c1ccccc1 (stereo not given),-7,0.8,4,13,23,2,4,-1,-21,0.0,-2
O=C(COc1ccccc1)Nc1nnc(S(=O)(=O)N2CCCC2)s1,6,0.2,1,6,-14,-7,8,4,-3,0.0,-4
COc1ccc(CN2C(=NC(=O)c3ccccc3)SC3CS(=O)(=O)CC32)cc1OC (stereo not given),-14,0.3,-1,5,36,9,20,0,-20,-0.4,-11
CC(C)CC(CO)N1CCN(C(=O)c2ccc(Cl)cc2)CCC1=O (stereo not given),2,1.9,2,16,7,7,8,10,12,-0.1,2
O=C(NC1CC2CCCC(C1)N2C(=O)NCc1ccccc1)C1CC1 (stereo not given),27,2.1,0,2,0,-2,7,-1,-15,-0.1,-9
CCOCCCNC(=O)Cn1cnc2c(cnn2-c2ccc(C)c(C)c2)c1=O,108*,0.3,3,-10,-11,9,13,0,22,0.3,-8
